Compound activity deposited in PubChem BioAssay by several laboratories.
SV40 large T antigen: SV40 large T antigen inhibitors, biochemical (AID 1903); SV40 large T antigen ATPase/helicase inhibition assay; higher % means a stronger effect; inhibition, % at 20 µM; hits with a dose series show IC50 in µM; 310,000 tested, 0.39% active; in the data active means a potency from the dose series; inconclusive means inhibition mostly from about 32% at the one dose, without a potency; inactive means the rest, 99 in 100 with inhibition below about 32%; further: strong numbers were not always called active
GPR35 arrestin U2OS: inhibition of zaprinast-stimulated GPR35 beta-arrestin translocation – imaging, U2OS, beta-arrestin-GFP, zaprinast agonist, primary screen (AID 2058) | inhibition, % at 10 µM, or IC50 in µM where a hit was titrated | U2OS GPR35 beta-arrestin-GFP translocation imaging, zaprinast antagonism; higher % means a stronger effect | 290,000 tested, 0.052% active;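 active means inhibition of at least 50% with at least 30 cells and total cytoplasm GFP at most 10,000,000; inconclusive means under 30 cells or total GFP of 10,000,000 plus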
West Nile antiviral: inhibition of WNV-induced cytopathic effect – cell-based, CPE readout (AID 1621); West Nile virus-infected cells, CPE inhibition; higher % means a stronger effect; 290,000 tested, 0.02% active; CPE inhibition, % at 10 µM, or IC50 in µM where a hit was titrated; in the data active means a potency from the dose series; inconclusive means CPE inhibition mostly from about 3.7% at the one dose, without a potency; inactive means the rest, 99 in 100 with CPE inhibition below about 2.2%; further: strong numbers were not always called active
ER stress rescue: rescue of cells from ER stress-induced death, primary screen, 384-well, CSM14.1, thapsigargin, ATP luminescence (AID 1222) | cellular ATP content (survival), % at 20 µM, or EC50 in µM where a hit was titrated | CSM14.1 thapsigargin-induced death rescue, ATP luminescence; higher % means a stronger effect | 190,000 tested, under 10 active;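 active means EC50 below 50 µM in the dose-response confirmation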;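 further: death triggered by thapsigargin at about 15 µM added after 2 h compound pretreatment; cell ATP read after overnight thapsigargin exposure of roughly 18 to 22 hours; normalized against plate controls of thapsigargin alone and 5% DMSO vehicle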
LYP inhibition: PTPN22 lymphoid phosphatase activity blockers – biochemical, fluorescence intensity, uHTS (AID 1779). recombinant LYP phosphatase, fluorescence intensity; higher % means a stronger effect. 290,000 tested, 0.054% active. inhibition, % at 11.5 µM; hits with a dose series show IC50 in µM; in the data active means inhibition above about 50%;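 further: plate controls were vehicle with enzyme for no effect and no enzyme for full effect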
Dengue-2 NS5 capping: Dengue-2 NS5 methyltransferase inhibitors, primary screen, biochemical, confirmation dose response (AID 588689) | Dengue-2 NS5 methyltransferase capping enzyme assay, biochemical; higher % means a stronger effect | one-dose inhibition, % at 25 µM; IC50 in µM for titrated hits | 340,000 tested, 0.3% active; in the data active means a potency from the dose series; inconclusive means inhibition above about 29% without an active follow-up result
MgcRacGAP inhibition: MgcRacGAP GTPase-activating activity inhibitors, confirmation, biochemical, ADP Hunter fluorescence; MgcRacGAP-stimulated Rac1 GTP hydrolysis, ADP Hunter fluorescence; higher % means a stronger effect; GST-tagged Rac1 F28L mutant substrate; one-dose inhibition, % at 30 µM; IC50 in µM for titrated hits; 340,000 tested, 0.6% active; AID 624330;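 active means first-screen hits whose inhibition reached a set limit at any dose in the follow-up dose series; inconclusive means inhibition above the set first-screen limit but never retested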;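 further: fluorescence reports GDP produced by GAP-driven GTP hydrolysis; strong numbers were not always called active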
RSV antiviral HEp-2: inhibition of RSV-induced cytopathic effect – HEp-2 cells, primary 10 µM value included (AID 2391); one-dose CPE inhibition, % at 10 µM; IC50 in µM for titrated hits; HEp-2 cells, RSV-induced CPE inhibition; higher % means a stronger effect; 310,000 tested, 0.13% active; in the data active means a potency from the dose series; inconclusive means CPE inhibition mostly from about 23% at the one dose, without a potency; inactive means the rest, 99 in 100 with CPE inhibition below about 21%; further: strong numbers were not always called active
PhoP inhibition: PhoP-dependent GFP reporter repression – Salmonella Typhimurium, primary screen (AID 1863). S. Typhimurium PhoP-regulated promoter GFP reporter, 4 h; higher % means a stronger effect. one-dose inhibition, % at 50 µM; IC50 in µM for titrated hits. 300,000 tested, 0.16% active;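 active means inhibition over 29.93%, a cutoff 3 SD above the screen mean, later confirmed by dose response; inconclusive means inhibition over 29.93% but no dose response follow-up; inactive means inhibition at most 29.93% or unconfirmed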;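 further: 0% = low Mg2+ inducing control and 100% = high Mg2+ repressing control; strong numbers were not always called active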
Numbers without * were called inactive; ? = inconclusive; . = not tested or not shown.

SMILES	SV40 large T antigen	GPR35 arrestin U2OS	West Nile antiviral	ER stress rescue	LYP inhibition	Dengue-2 NS5 capping	MgcRacGAP inhibition	RSV antiviral HEp-2	PhoP inhibition
CC[N+](C)(C)Cc1ccccc1Br	5%	-7%	-0.2%	6.2%	-4%	-1%	2%	-0.2%	2%
Cc1ccc(NC(=O)CN2C(=O)N/C(=C\c3cccn3-c3cccc(C(=O)O)c3)C2=O)cc1	>100µM*	-9%	-0.1%	1.1%	-1%	-13%	24%	.	-1%
Clc1ccc(CNc2ccccn2)cc1	7%	1%	-0.1%	-0.2%	3%	1%	3%	-0.7%	11%
CCOC(=O)N1CCN(c2c(N3CCN(c4cc(C)ccc4C)CC3)c(=O)c2=O)CC1	4%	-1%	0.6%	-1.6%	0%	-3%	8%	0.3%	-5%
CCOC(=O)c1ccccc1NC(=O)CSc1nccn1C	-3%	12%	0.1%	0.4%	-9%	7%	1%	2.3%	-3%
Cc1csc(=O)n1CC(=O)OCC(=O)NCc1ccccc1	3%	.	.	.	.	-11%	-8%	-1.5%	-7%
CCCCc1nc2cc(Cl)ccc2o1	-1%	0%	0.3%	0.5%	-8%	-2%	6%	1.6%	11%
CC(C)=CC(=O)OCC(=O)Nc1cccc([N+](=O)[O-])c1	9%	-5%	0.3%	-2.2%	-8%	-1%	5%	1.6%	-8%
CC(=O)c1cnc2cc(-c3ccccc3)nn2c1C	1%	1%	-0.3%	.	5%	-5%	-1%	3.1%	1%
Cc1c(Cl)cccc1NC(=S)Nc1ccc2[nH]c(=O)[nH]c2c1	33%	15%	0.1%	.	-1%	9%	38%	0.7%	4%
Nc1ccc(C(=O)N/N=C/c2sc(N3CCOCC3)nc2-c2ccccc2)cc1	18%	-20%	1.0%	11%	2%	1%	12%	2.4%	-1%
O=C1CCCN1CN(C(=O)c1ccccc1)c1ccc(F)cc1	-2%	2%	-0.8%	0.8%	-6%	-2%	8%	-0.9%	-9%
Cc1cc(C)c(C(N)=O)c(Nc2ccc3c(c2)OCCO3)n1	-5%	4%	0.2%	1.1%	-7%	2%	5%	1.4%	3%
COc1cccc(NC(=O)c2ccc(-c3ccc([N+](=O)[O-])cc3)o2)c1	-2%	-6%	-0.4%	2.2%	-3%	3%	5%	14%	6%
Cc1cc(Nc2ccc(Cl)cc2)nc(NCc2ccccc2)n1	10%	6%	-1.6%	11%	-9%	-4%	11%	-1.8%	.
COc1cc(Br)c(/C=C/c2ccc3cccc(O)c3n2)cc1OC	11%	1%	0.5%	.	0%	-13%	5%	0.2%	5%
CC(=O)Nc1ccc(-c2ccc(NC(C)=O)cc2)cc1	10%	-8%	.	-0.4%	-1%	5%	12%	2.5%	-3%
O=C(Nc1ccc2c(c1)C(=O)N(C1CCCCC1)C2=O)C1CCCO1 (centres undefined)	11%	6%	0.5%	-2.8%	-4%	-3%	8%	0.4%	-5%
COc1ccc(S(=O)(=O)N2CCC(C(=O)NC3CC3)CC2)cc1OC	8%	-8%	-0.4%	.	-11%	-3%	7%	1.6%	2%
COc1ccc(N=C2SC(CC(=O)Nc3ccccc3F)C(=O)N2Cc2ccco2)cc1 (centres undefined)	7%	-5%	-1.7%	-2.6%	-1%	-4%	5%	42%	-9%
CC1=NCC(C)c2c1[nH]c1ccccc21 (centres undefined)	10%	5%	0.0%	-1.0%	-2%	-13%	15%	0.6%	0%
O=C1/C(=C/c2ccccc2)CCCc2ccccc21	-2%	-1%	1.6%	-2.7%	17%	0%	2%	2.5%	2%
Cc1onc(-c2ccccc2Cl)c1C(=O)N1CCC(C)CC1	6%	9%	-1.0%	.	-7%	-2%	6%	0.8%	-1%
CCC1CSC(=Nc2ccc(C)cc2)N1C(=O)CN1C(=O)NC2(CCCC2)C1=O (centres undefined)	28%	-13%	0.2%	.	3%	-11%	8%	2.4%	-5%
CC1(C)O[C@@H]2CC3C4C[C@H](F)C5=CC(=O)C=CC5(C)C4C(O)CC3(C)[C@]2(C(=O)CO)O1 (some centres undefined)	11%	.	.	.	.	-7%	3%	-2.2%	-8%

Ordered by formula weight (smallest number first): some entries from above.
SMILES	SV40 large T antigen	GPR35 arrestin U2OS	West Nile antiviral	ER stress rescue	LYP inhibition	Dengue-2 NS5 capping	MgcRacGAP inhibition	RSV antiviral HEp-2	PhoP inhibition
CC1=NCC(C)c2c1[nH]c1ccccc21 (centres undefined)	10%	5%	0.0%	-1.0%	-2%	-13%	15%	0.6%	0%
Cc1cc(C)c(C(N)=O)c(Nc2ccc3c(c2)OCCO3)n1	-5%	4%	0.2%	1.1%	-7%	2%	5%	1.4%	3%
O=C1CCCN1CN(C(=O)c1ccccc1)c1ccc(F)cc1	-2%	2%	-0.8%	0.8%	-6%	-2%	8%	-0.9%	-9%
Cc1onc(-c2ccccc2Cl)c1C(=O)N1CCC(C)CC1	6%	9%	-1.0%	.	-7%	-2%	6%	0.8%	-1%
Cc1cc(Nc2ccc(Cl)cc2)nc(NCc2ccccc2)n1	10%	6%	-1.6%	11%	-9%	-4%	11%	-1.8%	.
Cc1c(Cl)cccc1NC(=S)Nc1ccc2[nH]c(=O)[nH]c2c1	33%	15%	0.1%	.	-1%	9%	38%	0.7%	4%
COc1ccc(S(=O)(=O)N2CCC(C(=O)NC3CC3)CC2)cc1OC	8%	-8%	-0.4%	.	-11%	-3%	7%	1.6%	2%
Nc1ccc(C(=O)N/N=C/c2sc(N3CCOCC3)nc2-c2ccccc2)cc1	18%	-20%	1.0%	11%	2%	1%	12%	2.4%	-1%
CCC1CSC(=Nc2ccc(C)cc2)N1C(=O)CN1C(=O)NC2(CCCC2)C1=O (centres undefined)	28%	-13%	0.2%	.	3%	-11%	8%	2.4%	-5%
CC1(C)O[C@@H]2CC3C4C[C@H](F)C5=CC(=O)C=CC5(C)C4C(O)CC3(C)[C@]2(C(=O)CO)O1 (some centres undefined)	11%	.	.	.	.	-7%	3%	-2.2%	-8%

Further compounds
SMILES	SV40 large T antigen	GPR35 arrestin U2OS	West Nile antiviral	ER stress rescue	LYP inhibition	Dengue-2 NS5 capping	MgcRacGAP inhibition	RSV antiviral HEp-2	PhoP inhibition
CCn1ccc(C(=O)NC2C(=O)N3C(C(=O)O)=C(C)CSC23)n1 (centres undefined)	12%	14%	0.3%	-1.6%	-5%	2%	23%	1.1%	2%
Cc1noc2ncnc(SCc3ccc(C(F)(F)F)cc3)c12	3%	10%	-0.8%	.	-6%	12%	15%	6.8%	13%
COc1cccc(CNC(=O)Cc2csc(NC(=O)Nc3ccccc3OC)n2)c1	10%	.	.	.	.	-7%	2%	0.2%	-4%
O=C(c1ccccc1[N+](=O)[O-])N1CCc2ccccc2C1	6%	-6%	0.2%	-1.8%	-8%	-6%	7%	1.9%	-33%
O=C(NC(=S)Nc1ccc2oc(=O)ccc2c1)c1cc2ccccc2o1	3%	-18%	-0.1%	.	-1%	-3%	7%	0.8%	-12%
COc1ccc(-c2nc(N)ncc2-c2ccccc2)c(O)c1	19%	-7%	-0.6%	.	-7%	5%	6%	8.7%	-2%
CCN(CC)CC(=O)Nc1nc(-c2ccc(Cl)cc2)cs1	-9%	12%	-0.4%	-1.1%	-9%	1%	9%	0.9%	40%
Cn1c(=O)c2cn3c(c2n(C)c1=O)C(c1ccccc1)CC(c1ccccc1)=N3 (centres undefined)	11%	-6%	0.5%	4.4%	-1%	-1%	0%	7.6%	-5%
Cc1occc1C(=O)N/N=C/C1=C(N2CCOCC2)C(=C\c2ccc(Cl)cc2)/CC1	15%	-3%	-0.7%	-2.1%	-3%	?	-9%	0.6%	-12%
CC1(C)Cc2c(sc3c2c2ncnn2c2nnc(SCC(=O)NCc4ccco4)n32)CO1	15%	3%	0.0%	1.6%	-6%	0%	8%	1.3%	-1%
CCCOc1ccc(Oc2nc(-c3ccncc3)nc3ccccc23)cc1	5%	9%	-0.6%	.	11%	-1%	6%	-0.3%	-7%
Cc1cc(C)n(-c2nc3ccccc3c(=O)n2OCC#N)n1	2%	7%	?	.	-2%	-2%	2%	7.4%	7%
O=c1oc(-c2ccc(Cl)c(Cl)c2)nn1-c1ccc(C(F)(F)F)cn1	11%	10%	-0.2%	.	-6%	.	.	2.1%	-8%
O=C(COC(=O)CNC(=O)c1ccc(Br)o1)Nc1ccccc1OC(F)F	3%	-13%	0.1%	0.8%	-8%	-6%	3%	-0.9%	1%
CC(C)c1ccc(S(=O)(=O)c2n[nH]n3c2nc(=O)c2ccccc23)cc1	10%	-1%	0.0%	0.9%	-4%	52µM*	4%	1.1%	-13%
CCOc1ccc(CNc2ncnc(N)n2)cc1	20%	-5%	-0.2%	-0.7%	-4%	0%	10%	0.4%	11%
Cc1ccsc1/C=N/NC(=O)CNC(=O)c1ccc(S(=O)(=O)N2CCOCC2)cc1	2%	-4%	-0.2%	-1.2%	3%	-8%	6%	1.6%	7%
OC1C=CSc2nc3ccccc3n21 (centres undefined)	13%	-7%	1.8%	-2.6%	0%	.	13%	1.6%	-10%
COc1ccccc1N(C)S(=O)(=O)c1ccc(C(=O)Nc2ccncc2)cc1	3%	.	.	.	.	1%	-1%	2.1%	8%
CC(=O)Cc1nsc(NC(=O)c2c(-c3ccccc3Cl)noc2C)n1	0%	-7%	-0.5%	-2.9%	2%	-2%	1%	0.8%	-3%
O=[N+]([O-])c1cccc(-c2nnc(C34CC5CC(CC(C5)C3)C4)o2)c1	11%	-26%	-0.4%	-2.1%	-2%	-2%	3%	1.4%	3%
Cc1sc(NC(=O)C2CCCO2)c(C(N)=O)c1C (centres undefined)	4%	6%	-0.8%	-1.3%	-1%	-7%	4%	2.8%	0%

In the list so far, these contain a COOH group.
SMILES	SV40 large T antigen	GPR35 arrestin U2OS	West Nile antiviral	ER stress rescue	LYP inhibition	Dengue-2 NS5 capping	MgcRacGAP inhibition	RSV antiviral HEp-2	PhoP inhibition
Cc1ccc(NC(=O)CN2C(=O)N/C(=C\c3cccn3-c3cccc(C(=O)O)c3)C2=O)cc1	>100µM*	-9%	-0.1%	1.1%	-1%	-13%	24%	.	-1%
CCn1ccc(C(=O)NC2C(=O)N3C(C(=O)O)=C(C)CSC23)n1 (centres undefined)	12%	14%	0.3%	-1.6%	-5%	2%	23%	1.1%	2%
